Salmonella PhoP GFP = PhoP regulon inhibitors, Salmonella typhi PhoP promoter GFP reporter, confirmatory (AID 1850). Salmonella Typhi PhoP-promoter GFP reporter, fluorescence, 4 h; higher % means a stronger effect. inhibition, % at 50 µM, or IC50 in µM where a hit was titrated. actives 0.33% (n = 310,000); in the data active = a potency from the dose series; inconclusive = inhibition mostly from about 25% at the one dose, without a potency; inactive = the rest, 99 in 100 with inhibition below about 19%;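 also: 0% = induced wells with vehicle and 100% = uninduced wells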
M. tuberculosis HTS = M. tuberculosis growth inhibition, HTS (AID 449762); actives 0.59% (n = 330,000); M. tuberculosis H37Rv growth inhibition, 7H9 media; higher % means a stronger effect; inhibition, % at 25 µM; hits with a dose series show IC50 in µM; in the data active = a potency from the dose series; inconclusive = inhibition above about 70% without an active follow-up result;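 also: bacterial growth assessed after seven days of incubation; strong numbers were not always called active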
inhibitors of VEEV = inhibitors of VEEV TC-83 cytopathic effect, confirmation, Vero cells (AID 588727); Vero cells, VEEV TC-83 cytopathic effect inhibition; higher % means a stronger effect; inhibition, % at 20 µM; hits with a dose series show IC50 in µM; actives 0.13% (n = 350,000); in the data active = a potency from the dose series; inconclusive = inhibition mostly from about 14% at the one dose, without a potency; inactive = the rest, 99 in 100 with inhibition below about 12%; also: strong numbers were not always called active
tuberculosis growth = growth inhibition of non-replicating M. tuberculosis (AID 488890); inhibition, % at 25 µM, or IC50 in µM where a hit was titrated; Mycobacterium tuberculosis non-replicating, growth inhibition; higher % means a stronger effect; actives 0.39% (n = 320,000); in the data active = a potency from the dose series; inconclusive = inhibition mostly from about 82% at the one dose, without a potency; inactive = the rest, 99 in 100 with inhibition below about 76%;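 also: plate controls were DMSO cells for no effect and high antibiotic wells for full effect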
influenza NS1A = H1N1 influenza NS1A inhibitors, functional cell based assay (AID 504329). NS1A functional cell-based assay, percent inhibition; higher % means a stronger effect. inhibition, % at 12.5 µM; hits with a dose series show IC50 in µM. actives 0.3% (n = 340,000); in the data active = a potency from the dose series; inconclusive = inhibition above about 27% without an active follow-up result; also: strong numbers were not always called active
inhibitors of VEEV 10K pilot screen = further read-out of inhibitors of VEEV, marked with its call; inhibition, %; measured here: 10K pilot screen inhibition
The depositor's hits bear a star.

Start of the listing, in advance, 8 compounds:
Screening O=[N+]([O-])c1ccc(N2CCN(S(=O)(=O)c3ccc4ccccc4c3)CC2)cc1NCc1ccco1 returned Salmonella PhoP GFP -11%, M. tuberculosis HTS -3%, inhibitors of VEEV 1.9%, tuberculosis growth -8% and influenza NS1A 2%.
Cc1ccc(-c2cc(C(=O)N3CCOCC3)c3ccccc3n2)o1 was read as M. tuberculosis HTS -6%, inhibitors of VEEV 0.5%, tuberculosis growth -3% and influenza NS1A -9%.
C=CCn1c(-c2cccc([N+](=O)[O-])c2)n[nH]c1=S was read as Salmonella PhoP GFP -4%, M. tuberculosis HTS 8%, inhibitors of VEEV 0.7%, tuberculosis growth -4% and influenza NS1A 3%.
CCOc1cc(C2C3=C(CC(C)(C)CC3=O)N(CCOC)C3=C2C(=O)CC(C)(C)C3)ccc1O was read as Salmonella PhoP GFP -7%, M. tuberculosis HTS 1%, inhibitors of VEEV inactive, tuberculosis growth 9% and influenza NS1A -2%.
`O=C(c1ccccc1)c1ccc(OCCO)cc1` gave Salmonella PhoP GFP -6%, M. tuberculosis HTS 6%, inhibitors of VEEV 2.0%, tuberculosis growth 11% and influenza NS1A -1%.
C(=N\Nc1nc2ccccc2[nH]1)/C1CCCCC1 was read as Salmonella PhoP GFP 0%, M. tuberculosis HTS -2%, inhibitors of VEEV 1.6%, tuberculosis growth -4% and influenza NS1A 7%.
`CNC(=O)O/N=C(\N)Cc1csc2ccccc12` gave Salmonella PhoP GFP 6%, M. tuberculosis HTS -6%, inhibitors of VEEV 2.4%, tuberculosis growth 22% and influenza NS1A 1%.
For O=c1[nH]c(SCc2n[nH]c(=S)n2-c2ccccc2)nc2ccccc12 the results were Salmonella PhoP GFP -3%, M. tuberculosis HTS -8%, inhibitors of VEEV inactive, tuberculosis growth -6% and influenza NS1A -2%.

The whole of this part, repeating the preview:
Screening O=[N+]([O-])c1ccc(N2CCN(S(=O)(=O)c3ccc4ccccc4c3)CC2)cc1NCc1ccco1 returned Salmonella PhoP GFP -11%, M. tuberculosis HTS -3%, inhibitors of VEEV 1.9%, tuberculosis growth -8% and influenza NS1A 2%.
Cc1ccc(-c2cc(C(=O)N3CCOCC3)c3ccccc3n2)o1 was read as M. tuberculosis HTS -6%, inhibitors of VEEV 0.5%, tuberculosis growth -3% and influenza NS1A -9%.
C=CCn1c(-c2cccc([N+](=O)[O-])c2)n[nH]c1=S was read as Salmonella PhoP GFP -4%, M. tuberculosis HTS 8%, inhibitors of VEEV 0.7%, tuberculosis growth -4% and influenza NS1A 3%.
CCOc1cc(C2C3=C(CC(C)(C)CC3=O)N(CCOC)C3=C2C(=O)CC(C)(C)C3)ccc1O was read as Salmonella PhoP GFP -7%, M. tuberculosis HTS 1%, inhibitors of VEEV inactive, tuberculosis growth 9% and influenza NS1A -2%.
`O=C(c1ccccc1)c1ccc(OCCO)cc1` gave Salmonella PhoP GFP -6%, M. tuberculosis HTS 6%, inhibitors of VEEV 2.0%, tuberculosis growth 11% and influenza NS1A -1%.
C(=N\Nc1nc2ccccc2[nH]1)/C1CCCCC1 was read as Salmonella PhoP GFP 0%, M. tuberculosis HTS -2%, inhibitors of VEEV 1.6%, tuberculosis growth -4% and influenza NS1A 7%.
`CNC(=O)O/N=C(\N)Cc1csc2ccccc12` gave Salmonella PhoP GFP 6%, M. tuberculosis HTS -6%, inhibitors of VEEV 2.4%, tuberculosis growth 22% and influenza NS1A 1%.
For O=c1[nH]c(SCc2n[nH]c(=S)n2-c2ccccc2)nc2ccccc12 the results were Salmonella PhoP GFP -3%, M. tuberculosis HTS -8%, inhibitors of VEEV inactive, tuberculosis growth -6% and influenza NS1A -2%.
Screening COc1ccc2c(c1)c(C(=O)CN1CCN(c3ccccc3)CC1)c(C)n2C returned Salmonella PhoP GFP 3%, M. tuberculosis HTS 8% and tuberculosis growth 36%.
For Cc1nn(Cc2ccccc2Cl)c(C)c1NC(=O)c1noc(C(C)C)c1[N+](=O)[O-] the results were Salmonella PhoP GFP 4%, M. tuberculosis HTS 3%, inhibitors of VEEV 0.1%, tuberculosis growth -8% and influenza NS1A 3%.
Screening CCCCN(C(=O)c1ccco1)C1CCS(=O)(=O)C1 (stereo not drawn) returned Salmonella PhoP GFP 7%, M. tuberculosis HTS -1%, inhibitors of VEEV 0.9%, tuberculosis growth -11% and influenza NS1A -8%.
`CC(C)=CCN1CCN(Cc2cc(CC(C)C)n[nH]2)CC1CCO` (stereo not drawn) gave Salmonella PhoP GFP -3%, M. tuberculosis HTS 2%, inhibitors of VEEV inactive, tuberculosis growth 16% and influenza NS1A 11%.
`CCN(CC)/C(=N/S(=O)(=O)c1ccc(C)cc1)c1ccccc1` gave Salmonella PhoP GFP 0%, M. tuberculosis HTS -12%, inhibitors of VEEV inactive, tuberculosis growth -18% and influenza NS1A 9%.
Screening O=C(Nc1ccc(Cl)cn1)C1CCCN1S(=O)(=O)c1cccc2ccccc12 (stereo not drawn) returned Salmonella PhoP GFP -15%, M. tuberculosis HTS -5%, inhibitors of VEEV inactive, tuberculosis growth 22% and influenza NS1A 3%.
`C#CCOCCOCCOCCNc1nc(N2CCN(C(=O)[C@H](Cc3cc4ccccc4[nH]3)n3cc(C(N)CC(C)C)nn3)CC2)nc(N2CCN(C(=O)[C@H](CCC(=O)O)n3cc(C(N)[C@H](C)CC)nn3)CC2)n1` (stereo partly drawn) gave Salmonella PhoP GFP -6%, M. tuberculosis HTS 0%, inhibitors of VEEV 3.8%, tuberculosis growth 3% and influenza NS1A -19%.
Screening CCCN(CCC)C(=O)c1ccc2c(c1)N(Cc1ccccc1)C(=O)CS2=O (stereo not drawn) returned Salmonella PhoP GFP 16%, M. tuberculosis HTS 2%, inhibitors of VEEV 0.1%, tuberculosis growth 0% and influenza NS1A -3%.
Screening COc1cc(NC(=S)Nc2cccc(Cl)c2Cl)c(OC)cc1Cl returned Salmonella PhoP GFP -12%, M. tuberculosis HTS 4%, inhibitors of VEEV 6.7%, tuberculosis growth inconclusive and influenza NS1A 3%.
For COc1ccc(C(N)CCc2ccc(C)o2)cc1 (stereo not drawn) the results were Salmonella PhoP GFP -5%, M. tuberculosis HTS 0%, inhibitors of VEEV inactive, tuberculosis growth 35% and influenza NS1A 6%.
Screening CN(C)S(=O)(=O)N1CCN(CC(O)COc2ccc3cc(Br)ccc3c2)CC1 (stereo not drawn) returned Salmonella PhoP GFP 4%, M. tuberculosis HTS inconclusive, inhibitors of VEEV inactive, tuberculosis growth 49% and influenza NS1A 8%.
For c1ccc(CCN2CCN=C2Nc2ccccc2)cc1 the results were Salmonella PhoP GFP -1%, M. tuberculosis HTS -7%, inhibitors of VEEV 1.2%, tuberculosis growth 7% and influenza NS1A 3%.
CCCN(CCC)Cc1cc(=O)oc2cc3c(cc12)CCC3 was read as Salmonella PhoP GFP 15%, M. tuberculosis HTS -8%, inhibitors of VEEV inactive, tuberculosis growth 16% and influenza NS1A -3%.
Cc1c(NC(=O)COC(=O)c2ccccc2Cl)c(=O)n(-c2ccccc2)n1C was read as Salmonella PhoP GFP 12%, M. tuberculosis HTS -15%, inhibitors of VEEV 1.5%, tuberculosis growth -10% and influenza NS1A 6%.
Screening COC(=O)c1c(NC(=O)c2nc3ccccc3s2)sc2c1CC(C)(C)NC2(C)C returned Salmonella PhoP GFP -13%, M. tuberculosis HTS inconclusive, inhibitors of VEEV 9.2% and influenza NS1A 27%.
Screening O=C(c1cn(-c2ccccc2)nc1-c1cccs1)N(CCO)Cc1ccccc1 returned Salmonella PhoP GFP 5%, M. tuberculosis HTS 1%, inhibitors of VEEV inactive, tuberculosis growth 10% and influenza NS1A 17%.
Screening COC(=O)C1(C(F)(F)F)C2C=CC(C2)N1S(=O)(=O)c1ccc(C)cc1 (stereo not drawn) returned Salmonella PhoP GFP 5%, M. tuberculosis HTS -2%, inhibitors of VEEV inactive, tuberculosis growth -2% and influenza NS1A 5%.
For CC(=O)N1CCN(c2ccccc2NC(=O)c2ccc(Br)o2)CC1 the results were Salmonella PhoP GFP -8%, M. tuberculosis HTS -3%, inhibitors of VEEV 8.7%, tuberculosis growth -5% and influenza NS1A -12%.
CC1SC(=Nc2ccccc2)N(S(=O)(=O)c2ccccc2)C1=O (stereo not drawn) was read as Salmonella PhoP GFP -3%, M. tuberculosis HTS 40%, inhibitors of VEEV 1.0%, tuberculosis growth -10%, influenza NS1A 17% and inhibitors of VEEV 10K pilot screen 0.0.
For CSc1nc(N2CCCC2)c2c(c1C#N)CC(C)(C)OC2 the results were Salmonella PhoP GFP 3%, M. tuberculosis HTS 6%, inhibitors of VEEV 2.3%, tuberculosis growth -2% and influenza NS1A 6%.
`C/C(=N/NC(=O)Cc1ccccc1)c1ccc(C)s1` gave Salmonella PhoP GFP -1%, M. tuberculosis HTS 0%, inhibitors of VEEV 0.5%, tuberculosis growth -13% and influenza NS1A 2%.
Screening CCOCCCNc1nc(=S)[nH]c2cc(OC)c(OC)cc12 returned Salmonella PhoP GFP -25%, M. tuberculosis HTS -4%, inhibitors of VEEV inactive and influenza NS1A 7%.
`CCCc1ccc(C(=O)/C=C/N(C)C)cc1` gave Salmonella PhoP GFP 8%, M. tuberculosis HTS -3%, inhibitors of VEEV 2.1%, tuberculosis growth inconclusive and influenza NS1A -13%.
`COc1ccc(CNc2nc(-c3cccnc3)nn2C(=O)c2cccs2)cc1` gave Salmonella PhoP GFP 5%, M. tuberculosis HTS -2%, inhibitors of VEEV 7.2%, tuberculosis growth 2% and influenza NS1A -1%.
Screening Cc1cccc2cc3c(N)c(C#N)sc3nc12 returned Salmonella PhoP GFP -17%, M. tuberculosis HTS -2%, inhibitors of VEEV 9.6%, tuberculosis growth 17%, influenza NS1A -6% and inhibitors of VEEV 10K pilot screen 10.
Screening COc1ccc(C2N3CC4(C)CN2CC(C)(C3)C4)cc1OC (stereo not drawn) returned Salmonella PhoP GFP -9%, M. tuberculosis HTS -3%, inhibitors of VEEV 7.5%, tuberculosis growth 1% and influenza NS1A 7%.
`Cc1nn(-c2ccccc2)c2c1C(c1ccco1)C(C#N)=C(N)O2` (stereo not drawn) gave Salmonella PhoP GFP 8%, M. tuberculosis HTS -4%, inhibitors of VEEV 1.0%, tuberculosis growth 22% and influenza NS1A 16%.
`Cc1ccc(O)c(NS(=O)(=O)c2cccc3nsnc23)c1` gave Salmonella PhoP GFP 4%, M. tuberculosis HTS 12%, inhibitors of VEEV 1.5%, tuberculosis growth 14% and influenza NS1A -3%.
CCN(Cc1cccs1)C(=O)CN1C(=O)NC(c2ccccc2)(c2ccccc2)C1=O was read as M. tuberculosis HTS -7%, inhibitors of VEEV inactive, tuberculosis growth 44% and influenza NS1A -1%.
`CCOc1ccc(-n2c(=S)sc3c(=O)n(-c4ccccc4)c(SCC(=O)O)nc32)cc1` gave Salmonella PhoP GFP 0%, M. tuberculosis HTS 3%, inhibitors of VEEV inactive, tuberculosis growth -9% and influenza NS1A 3%.
For OC1(c2ccccc2)CCN(Cc2ccccc2)CC1 the results were Salmonella PhoP GFP -25%, M. tuberculosis HTS 0%, inhibitors of VEEV inactive and influenza NS1A -12%.
CCN1CCN(Cc2c(O)ccc3c(=O)c(-c4ccccc4OC)coc23)CC1 was read as Salmonella PhoP GFP -7%, M. tuberculosis HTS -3%, inhibitors of VEEV 1.2%, tuberculosis growth -3% and influenza NS1A 2%.
Screening COc1ccc(-c2nn(-c3ccccc3)cc2/C=C(/C#N)C(N)=O)cc1[N+](=O)[O-] returned Salmonella PhoP GFP -4%, M. tuberculosis HTS 18%, inhibitors of VEEV inconclusive, tuberculosis growth 13% and influenza NS1A -1%.
Screening COCc1cc(C)nc(OCC(=O)N/N=C/c2ccc(C)o2)c1C#N returned Salmonella PhoP GFP -4%, M. tuberculosis HTS -5%, inhibitors of VEEV 1.1%, tuberculosis growth -6% and influenza NS1A -18%.
`Cc1ccccc1CC1(CO)CCCN(Cc2ccc(C#CC(C)(C)O)cc2)C1` (stereo not drawn) gave Salmonella PhoP GFP -3%, M. tuberculosis HTS 6%, inhibitors of VEEV inactive, tuberculosis growth 10%, influenza NS1A -13% and inhibitors of VEEV 10K pilot screen 0.2.
Screening Cc1cc(C(=O)Nc2ccccc2C)n(-c2ccccc2)n1 returned Salmonella PhoP GFP -17%, M. tuberculosis HTS 1%, inhibitors of VEEV 0.7%, tuberculosis growth -4% and influenza NS1A -8%.
For CCOc1ncccc1C(=O)Nc1cccc(Cl)c1Cl the results were Salmonella PhoP GFP -7%, M. tuberculosis HTS 1%, inhibitors of VEEV inactive, tuberculosis growth -9% and influenza NS1A -10%.
